Source: PubChem BioAssay
Lipid droplet – hepatic lipid droplet formation modulation; AID 1656; 0.4% of 240,000 active; inhibition, % at 6.5 µM; AML12 mouse hepatocytes, oleate lipid droplets, BODIPY imaging;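 active = lipid droplet intensity inhibited by at least 50%, with more than 500 cells counted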
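Test system: AML12 hepatocytes (mouse); reagent: oleate loading, 100 µM; dosing: one dose, 6.5 µM compound; incubation: overnight exposure; signal: fluorescence imaging, 20x objective, two fields per well; read-out basis: % inhibition of corrected integrated BODIPY droplet signal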
PMI inhibition – human PMI inhibitors, high substrate, primary screen, biochemical, fluorescence intensity, high mannose 6-phosphate (AID 1220); recombinant PMI enzyme, coupled fluorescence intensity; higher % means a stronger effect; inhibition, % at 20 µM; hits with a dose series show IC50 in µM; 0.66% of 190,000 active
MT stabilize HCS – microtubule stabilizers in HeLa cells. % tubulin-high responders, % at 10 µM. HeLa tubulin immunostaining HCS, 24 h; share of cells brighter than vehicle mean+2SD. AID 2205. 0.83% of 200,000 active;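 active = plate Z-score above 3 for both tubulin-high and condensed-nucleus cell shares, with cell loss under 80%, at 10 µM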;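 also: anti alpha tubulin signal scored within the nucleus-defined area of each cell; some results filed as inactive read as strong as hits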
Ins promoter up – MIN6 insulin promoter up-regulation. MIN6 insulin promoter-GFP reporter, high-content imaging; active compounds read high. z-score at 5 µM. 0.3% of 190,000 active. AID 1625;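 active = z-score above 3 at 5 µM with at least 500 cells counted in the well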
T cell modulator – T cell immune modulation candidate. 2C CD8+ T cell-vesicle binding, flow cytometry; active compounds read low. calls only at 7 µM. 0.068% of 330,000 active;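 active = response, share of CD8 T cells binding vesicles, and their 90th percentile fluorescence all below set limits, cut at about 80% in these data, passing the limit was not always enough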
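Incubation: binding step 1.5 h, 37 °C, antibody labelling 20 min, ice; system: murine 2C transgenic CD8+ T lymphocytes; technique: cytometric PE anti-B7-1 and Alexa647 anti-CD8 signals after 1% paraformaldehyde fixation; also added: QL9-charged Drosophila Ld/ICAM-1/B7-1 vesicles; control set: naked versus QL9-loaded vesicles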
TNAP activators – stimulation of alkaline phosphatase TNAP activity – biochemical, luminescent, no phosphate acceptor, uHTS, primary screen (AID 1001); purified TNAP, luminescent activation assay, no phosphate acceptor; higher activation fold means a stronger effect; 0.03% of 200,000 active; activation fold at 20 µM; hits with a dose series show EC50 in µM; in the data active = activation fold from about 3, or a potency from the dose series; inactive = the rest, 99 in 100 with activation fold below about 1.6; also: many of its hits are not listed in these tables
human PMI inhibition – MPI enzyme activity inhibition – biochemical, fluorescence intensity, coupled assay, primary screen (AID 1209); purified PMI enzyme, coupled fluorescence intensity; higher % means a stronger effect; 0.42% of 190,000 active; one-dose inhibition, % at 20 µM; IC50 in µM for titrated hits;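 also: plate controls were DMSO vehicle for no effect and wells lacking substrate for full effect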
Autophagy mod – autophagy modulation, high-content screen | MEF GFP-LC3 puncta imaging; test concentration mostly 10 µM | 0.98% of 190,000 active | calls only at 10 µM (by protocol);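 active = percentage of spot-positive cells more than 3 SD above its plate mean, without a fluorescence outlier flag or 80% toxicity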;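 also: spot-positive cell cutoff set from DMSO-treated cells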
b-catenin transl – alters nuclear translocation of beta-catenin in HeLa cells | immunofluorescence imaging | nuclear translocation activity, % at 5 µM | 0.3% of 190,000 active;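 active = nuclear translocation activity above 50% at 5 µM, with a well cell count of 50 or more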;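 also: per-cell ratio of nuclear to cytoplasmic median beta-catenin stain intensity; plate controls were DMSO negative control for no effect and GSK-3 inhibitor IX positive control for full effect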
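Test system: HeLa cells, endogenous beta-catenin; Compound: single 5 µM dose plus 0.02–20 µM confirmation series; Times: compound exposure 24 h at 37°C; Signal: fluorescence imaging of beta-catenin antibody stain plus DAPI; Read-out: % activation, nuclear-to-cytoplasmic median beta-catenin signal ratio per cell.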
Ins promoter up cell count – second read-out of Ins promoter up, no call of its own (marks repeat the call); cell count; measured here: cytotoxicity, nuclei count;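 total cells summed across four imaged fields per well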
Lipid droplet cells 6.5 µM – second read-out of Lipid droplet, no call of its own (marks repeat the call); cell count; measured here: cell count, cytotoxicity flag;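 cells counted across two imaged fields per well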
b-catenin transl cell count 5 µM – recorded beside b-catenin transl, whose call it bears; cell count; measured here: cell count, cytotoxicity flag
T cell modulator vesicle-bound % – second read-out of T cell modulator, no call of its own (marks repeat the call); double positive events, %; measured here: CD8+ vesicle-bound cell fraction;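 binding gate set so that unloaded-vesicle control wells show 10% double positive cells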
MT stabilize HCS Hoechst-high % – recorded beside MT stabilize HCS, whose call it bears; % Hoechst-high responders; measured here: nuclear condensation Hoechst responders;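 share of cells brighter than vehicle mean plus two SD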
MT stabilize HCS cytotoxicity % – further read-out of MT stabilize HCS, marked with its call; toxicity, %; measured here: cytotoxicity by cell density;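 0% = mean cell density of plate MIN control wells and 100% = no cells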
Autophagy mod cell loss 18 h – also measured in Autophagy mod; calls as there; toxicity, %; measured here: cell loss, nuclei count;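 cell loss after 18 h compound exposure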
* = called active by the depositor; i = inactive; nt = not tested or not shown; + = active, no number. Rule as the data show it, unless noted: active = inhibition above about 50%; inactive = the rest.

1: COc1ccc2c(c1)/C(=N/N1C(=O)c3ccccc3C1=O)C(=O)N2
2: Cc1csc2ncnc(N3CCN(C(=S)Nc4ccc(F)cc4F)CC3)c12
3: O=C(COc1ccc(Cl)cc1)Nc1ncc([N+](=O)[O-])s1
4: Cc1cc(C(F)F)n2nc(C(=O)Nc3sc4c(c3C(N)=O)CCC4)nc2n1
5: CCCCC(=O)Nc1cc([N+](=O)[O-])ccc1F
6: CC(=O)NC(Cc1ccc(F)c(F)c1)C(=O)NC1CCN(c2c(Cc3ccccc3)c(C)nc3ncnn23)CC1 (stereo not given)
7: c1cc(-c2sc(-c3ccncc3)c(-c3ccncc3)c2-c2ccncc2)ccn1
8: Cc1ccc(N2C(=O)CSC23C(=O)Nc2ccccc23)cc1 (stereo not given)

Screen / compound no.	1	2	3	4	5	6	7	8
Lipid droplet	2	-11	-23	22	0	4	0	-9
Lipid droplet cells 6.5 µM	727	568	641	598	723	626	689	768
PMI inhibition	-20%	nt	-14%	6%	3%	nt	nt	-2%
MT stabilize HCS	1.6	nt	3.2	3.5	2.3	2.1	nt	4.2
MT stabilize HCS Hoechst-high %	1.6	nt	1.2	2.6	0.8	1.6	nt	2.5
MT stabilize HCS cytotoxicity %	6.0	nt	0.7	4.0	6.9	6.5	nt	11
Ins promoter up	nt	-0.72	-0.63	-0.21	1.3	-0.56	-1.4	0.63
Ins promoter up cell count	nt	1127	1000	1474	1428	1615	1038	884
T cell modulator	i	i	nt	i	i	i	i	i
T cell modulator vesicle-bound %	50	28	nt	36	36	7	40	17
TNAP activators	0.7	nt	1	1.2	1.1	1.1	nt	1
human PMI inhibition	-29%	nt	-24%	9%	4%	nt	nt	5%
Autophagy mod	i	nt	i	i	i	i	nt	i
Autophagy mod cell loss 18 h	-34	nt	1	14	-8	0	nt	52
b-catenin transl	1.1	1.5	0.6	-3.2	-1.0	-0.6	0.1	6.1
b-catenin transl cell count 5 µM	1085	1251	789	1050	984	1556	1294	1101

Looked up above:
Entry for `CC(=O)NC(Cc1ccc(F)c(F)c1)C(=O)NC1CCN(c2c(Cc3ccccc3)c(C)nc3ncnn23)CC1` (stereo not given) under Lipid droplet: 4
Entry for `O=C(COc1ccc(Cl)cc1)Nc1ncc([N+](=O)[O-])s1` under MT stabilize HCS: 3.2
Entry for `Cc1cc(C(F)F)n2nc(C(=O)Nc3sc4c(c3C(N)=O)CCC4)nc2n1` under b-catenin transl cell count 5 µM: 1050
Entry for `Cc1csc2ncnc(N3CCN(C(=S)Nc4ccc(F)cc4F)CC3)c12` under Ins promoter up cell count: 1127

Further compounds.
9: Cc1cnc(C(=O)Nc2nccs2)cn1
10: Oc1c(C(c2ccccn2)N2CCOCC2)ccc2cccnc12 (stereo not given)
11: C=CCN1CCN(C(c2ccc(OC)c(OC)c2)c2nnnn2C(C)(C)C)CC1 (stereo not given)
12: NC(=O)c1cccc(C(N)=O)n1
13: O=C(c1ccc2ccccc2c1)C1CCCN(C(=O)CCn2cnnn2)C1 (stereo not given)
14: COC(=O)c1ccc(NC(=O)CS(=O)(=O)Cc2ccccc2)cc1
15: O=c1c2ccccc2nc(-c2ccccc2)n1CCCN1CCOCC1
16: COc1cc([N+](=O)[O-])c(C(=O)N2CCOCC2)c([N+](=O)[O-])c1

Screen / compound no.	9	10	11	12	13	14	15	16
Lipid droplet	nt	nt	nt	-16	0	nt	-4	-4
Lipid droplet cells 6.5 µM	nt	nt	nt	699	741	nt	721	729
PMI inhibition	-8%	nt	-15%	-3%	8%	2%	6%	14%
MT stabilize HCS	3.3	1.7	2.7	2.2	2.7	2.6	4.5	1.4
MT stabilize HCS Hoechst-high %	2.4	2.1	2.4	3.9	1.3	2.0	1.7	3.8
MT stabilize HCS cytotoxicity %	3.5	6.9	14	9.4	8.9	7.2	7.8	16
Ins promoter up	2	1.8	1.7	0.48	-0.13	0.07	0.01	-0.11
Ins promoter up cell count	1398	1353	1070	1287	1513	1160	1283	1194
T cell modulator	i	i	nt	i	i	i	i	i
T cell modulator vesicle-bound %	12	22	nt	24	42	46	33	6
TNAP activators	1	1.9	1.1	1.1	1	1.1	1.1	1
human PMI inhibition	-11%	61%*	-8%	-4%	14%	7%	10%	-1%
Autophagy mod	i	i	i	i	i	i	i	i
Autophagy mod cell loss 18 h	4	12	6	8	0	-8	7	-5
b-catenin transl	-1.7	8.2	-1.8	-3.8	-0.8	-3.8	-0.1	-2.8
b-catenin transl cell count 5 µM	1442	1330	1160	1073	974	885	1135	642

17: Cc1ccc(Nc2nc(COC(=O)C3CC3)cs2)cc1
18: COC(=O)CSc1nc(Cc2ccccc2)nc2ccccc12
19: O=C(CCCC(=O)OCC(F)(F)C(F)F)Nc1ccccc1F
20: CCN(CC)S(=O)(=O)c1ccc(-c2nnc(SCC(=O)Nc3ccc(OC)cc3)o2)cc1
21: Cc1cc(NNC(=O)c2cccc(C(F)(F)F)c2)nc2c1c(C)nn2C
22: CCCC(=O)Nc1ccccc1NC(=O)c1ccc(OCC)cc1
23: COc1ccccc1CN1C[C@@H]2C[C@@H](c3ccccc3C)N3CCC[C@@]23C1=O
24: CC(=O)NC1=NC(=O)/C(=C/c2cn(C(C)=O)nc2-c2ccccc2)S1

Screen / compound no.	17	18	19	20	21	22	23	24
Lipid droplet	-5	2	-3	-10	-24	18	-20	3
Lipid droplet cells 6.5 µM	684	727	687	742	651	659	652	686
PMI inhibition	16%	2%	4%	6%	nt	-6%	8%	3%
MT stabilize HCS	6.9	1.3	3.8	3.9	nt	3.7	2.4	5.1
MT stabilize HCS Hoechst-high %	3.0	2.0	2.1	2.4	nt	1.1	2.3	2.3
MT stabilize HCS cytotoxicity %	8.6	5.3	8.2	6.2	nt	7.0	8.2	3.6
Ins promoter up	0.35	-0.3	-0.28	0.29	-1	-0.27	-0.21	-0.06
Ins promoter up cell count	1336	1515	1341	1208	1065	1287	1359	1216
T cell modulator	i	i	i	i	i	i	i	i
T cell modulator vesicle-bound %	41	28	19	24	19	58	53	52
TNAP activators	1	1.1	1.1	1.1	nt	1.1	1.1	1
human PMI inhibition	20%	10%	7%	-1%	nt	-3%	5%	6%
Autophagy mod	i	i	i	i	nt	i	i	i
Autophagy mod cell loss 18 h	0	2	7	-8	nt	12	7	22
b-catenin transl	-0.3	-1.9	-0.3	-1.6	-0.1	1.3	-1.8	-0.9
b-catenin transl cell count 5 µM	1546	955	1108	999	1122	948	905	1157

Whole records, looked up by structure. Order of values: Lipid droplet, Lipid droplet cells 6.5 µM, PMI inhibition, MT stabilize HCS, MT stabilize HCS Hoechst-high %, MT stabilize HCS cytotoxicity %, Ins promoter up, Ins promoter up cell count, T cell modulator, T cell modulator vesicle-bound %, TNAP activators, human PMI inhibition, Autophagy mod, Autophagy mod cell loss 18 h, b-catenin transl, b-catenin transl cell count 5 µM
Cc1cnc(C(=O)Nc2nccs2)cn1 as listed: nt, nt, -8%, 3.3, 2.4, 3.5, 2, 1398, i, 12, 1, -11%, i, 4, -1.7, 1442
Cc1cc(C(F)F)n2nc(C(=O)Nc3sc4c(c3C(N)=O)CCC4)nc2n1 as listed: 22, 598, 6%, 3.5, 2.6, 4.0, -0.21, 1474, i, 36, 1.2, 9%, i, 14, -3.2, 1050
CCCCC(=O)Nc1cc([N+](=O)[O-])ccc1F as listed: 0, 723, 3%, 2.3, 0.8, 6.9, 1.3, 1428, i, 36, 1.1, 4%, i, -8, -1.0, 984
NC(=O)c1cccc(C(N)=O)n1 as listed: -16, 699, -3%, 2.2, 3.9, 9.4, 0.48, 1287, i, 24, 1.1, -4%, i, 8, -3.8, 1073

New compounds follow:
25: Cc1cc(CN2C(=O)c3ccccc3C2=O)on1
26: Cc1onc(-c2c(F)cccc2Cl)c1C(=O)NCc1ccccn1
27: CCn1nc(C(=O)OCC(=O)N2c3ccccc3CC2C)c2ccccc2c1=O (stereo not given)
28: CCCCNC(=O)OCC(CC)NC(=O)OCC(C)C (stereo not given)
29: Cc1ccc(/C=C2/NC(=O)N(Cc3ccccc3F)C2=O)s1
30: CC(=O)Nc1ccc(Cc2nc3ccccc3[nH]2)cc1

Screen / compound no.	25	26	27	28	29	30
Lipid droplet	10	nt	nt	nt	6	21
Lipid droplet cells 6.5 µM	683	nt	nt	nt	708	721
PMI inhibition	6%	-7%	10%	-1%	-11%	1%
MT stabilize HCS	4.6	2.8	2.3	2.9	2.8	1.2
MT stabilize HCS Hoechst-high %	1.6	2.5	1.3	2.2	2.2	1.2
MT stabilize HCS cytotoxicity %	3.5	11	4.7	6.1	6.8	6.8
Ins promoter up	-0.24	0.58	0.05	-0.69	1.8	-0.35
Ins promoter up cell count	2128	1110	1209	1453	1079	1415
T cell modulator	i	i	i	i	i	i
T cell modulator vesicle-bound %	28	18	60	42	59	54
TNAP activators	1.2	1.1	1.1	1	1.1	1.1
human PMI inhibition	7%	-9%	13%	-12%	-19%	1%
Autophagy mod	i	i	i	i	+	i
Autophagy mod cell loss 18 h	-1	-9	-20	-2	-31*	1
b-catenin transl	-0.8	0.0	0.1	-0.8	1.0	0.3
b-catenin transl cell count 5 µM	1090	1185	997	1291	1098	1514
